# 3CLpro inhibitor = SARS-CoV 3CLpro protease inhibitors, primary screen, biochemical, quenched FRET; Replicase polyprotein 1ab (Severe acute respiratory syndrome coronavirus), P0C6X7; recombinant SARS-CoV 3CLpro, quenched FRET peptide cleavage; inhibition, % at 6 µM; 0.14% of 290,000 active; AID 1706, 2009; in the data active = inhibition above about 12%
# BH1578 lux ind = inducers of Vibrio cholerae quorum light production without autoinducers, primary screen, BH1578 luxS cqsA deficient, single point | V. cholerae BH1578 lux reporter, luminescence, 6 h | activation, % at 18.7 µM | 0.16% of 350,000 active | AID 588436, 2011; in the data active = activation mostly above about 9.7%, no sharp cut-off; also: not every result past the cut was called active; inactives centre near 0; reference of the scale not given here
# MazF activator = activators of E. coli MazEF toxin-antitoxin RNase, primary screen, biochemical, fluorescence, uHTS | Endoribonuclease toxin MazF (Escherichia coli (strain K12)), P0AE70 | AID 504720, 2011 | 0.32% of 350,000 active | FAM/BHQ RNA-DNA oligo cleavage fluorescence, 5 h | activation, % at 20 µM; in the data active = activation above about 50%
# Target sequence (P0AE70 whole entry, looked up): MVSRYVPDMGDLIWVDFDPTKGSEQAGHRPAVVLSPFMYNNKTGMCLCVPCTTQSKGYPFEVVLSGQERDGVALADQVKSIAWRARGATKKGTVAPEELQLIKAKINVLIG
# Yp Topo-I inh = Yersinia pestis topoisomerase I inhibitors, primary screen, biochemical, cleavage product accumulation, plate reader, single point | DNA topoisomerase I (Yersinia pestis CO92) | Y. pestis Topo-I cleavage product accumulation | activity, % at 10 µM | 0.064% of 360,000 active; in the data active = activity above about 50%, passing the limit was not always enough; also: inactives centre near 2
# Rv3671c protease = Rv3671c serine protease inhibitors, primary screen, biochemical, fluorescence polarization, M. tuberculosis H37Rv. 0.048% of 320,000 active. AID 2606, 2010. P9WHR9. inhibition, % at 5.96 µM; in the data active = inhibition above about 38%;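 also: extracellular domain of Rv3671c used as enzyme; 0% = enzyme with DMSO and 100% = no enzyme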
# Target sequence (P9WHR9 whole entry, looked up, the tested form may be a part): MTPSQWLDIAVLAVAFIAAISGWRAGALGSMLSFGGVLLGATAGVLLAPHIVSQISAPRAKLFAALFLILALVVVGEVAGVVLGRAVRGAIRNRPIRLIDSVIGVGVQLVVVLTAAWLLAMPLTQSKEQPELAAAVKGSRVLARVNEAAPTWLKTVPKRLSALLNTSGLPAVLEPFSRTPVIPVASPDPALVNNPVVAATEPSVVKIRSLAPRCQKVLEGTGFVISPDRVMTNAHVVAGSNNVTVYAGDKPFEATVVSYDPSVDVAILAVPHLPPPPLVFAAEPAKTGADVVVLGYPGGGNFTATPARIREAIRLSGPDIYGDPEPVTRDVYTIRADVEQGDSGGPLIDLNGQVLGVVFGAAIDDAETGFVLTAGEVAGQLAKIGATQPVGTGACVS
# CCHFV vOTU inh = CCHFV vOTU protease inhibitors, primary screen, biochemical, Pep-AMC substrate, fluorescence. 0.55% of 370,000 active. inhibition, % at 11.5 µM. Crimean-Congo hemorrhagic fever virus L polyprotein viral ovarian tumor (vOTU) protease …. AID 651958, 2012; in the data active = inhibition above about 30%; also: 0% = vehicle wells with enzyme and 100% = no enzyme wells
# PrPC surface inh = inhibitors of human cell surface prion protein PrPC, primary screen, cell-based, TR-FRET. inhibition, % at 13.8 µM. TR-FRET read-out. 0.43% of 370,000 active; in the data active = inhibition above about 24%; also: 0% = median of the test wells and 100% = reference compound wells
# SSB-PriA inh = inhibitors of Klebsiella pneumoniae PriA binding to SSB C-terminal tail, primary screen, biochemical, AlphaScreen. PriA–SSB C-terminal tail interaction (Klebsiella pneumoniae). AlphaScreen SSBct-PriA binding, biotinylated peptide. inhibition, % at 33 µM. 0.6% of 430,000 active; in the data active = inhibition mostly above about 37%, no sharp cut-off; inactive = mostly below about 20%;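 also: plate controls were negative control peptide for no effect and reference peptide for full effect; strong numbers were not always called active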
# DUSP3 inh = VHR1 phosphatase inhibitors, primary screen, biochemical, absorbance, uHTS; Dual specificity protein phosphatase 3 (Homo sapiens), P51452; recombinant VHR phosphatase, pNPP absorbance; inhibition, % at 13.3 µM; 0.52% of 290,000 active; AID 1654, 2009; in the data active = inhibition above about 50%; also: some compounds called inactive have numbers as strong as hits
# Target sequence (P51452 whole entry, looked up): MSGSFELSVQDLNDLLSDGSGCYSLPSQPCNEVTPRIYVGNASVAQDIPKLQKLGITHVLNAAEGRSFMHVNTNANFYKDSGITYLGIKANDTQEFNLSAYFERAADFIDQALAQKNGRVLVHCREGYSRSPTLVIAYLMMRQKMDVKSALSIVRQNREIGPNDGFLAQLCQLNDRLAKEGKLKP
# TcdB GH inh = TcdB glycohydrolase inhibitors, primary screen, biochemical, single point, plate reader. Toxin B (Clostridioides difficile), P18177. TcdB glycohydrolase enzymatic assay. inhibition, % at 9.99 µM. 0.24% of 350,000 active. AID 652162, 2013; in the data active = inhibition above about 10%
# Starred values were filed as active, the others as inactive; i = inactive; x = not tested or not shown; & = joins results of further samples. An excerpt (hit frequency here may not be typical).
# The opening six entries as a preview:
SMILES,3CLpro inhibitor,BH1578 lux ind,MazF activator,Yp Topo-I inh,Rv3671c protease,CCHFV vOTU inh,PrPC surface inh,SSB-PriA inh,DUSP3 inh,TcdB GH inh
CCCCC(c1nnnn1C1CCCC1)N1CCN(C2CCCC2)CC1 (stereo unspecified),-3.6,7.2,5.4,-2.6,0.2,11.0,-7.3,-13.1,3.1,x
CC(Sc1nc(N)cc(=O)[nH]1)C(=O)Nc1cccc(Cl)c1 (stereo unspecified),2.4,i,-0.2,7.1,1.1,10.9,0.2,-10.7,8.5,x
O=C(NCCc1ccc(S(=O)(=O)N2CCCC2)cc1)c1cccs1,-0.9,i,-2.3,-4.0,-9.3,16.6,0.0,-1.3,1.5,x
CCn1nnc(NC(=O)c2cccnc2)n1,-9.3,2.8,29.2,-7.9,5.0,7.9,2.3,-20.7,29.0,x
O=C1C(=O)N(CCN2CCOCC2)C(c2ccccc2)/C1=C(\O)c1ccc2c(c1)OCCO2 (stereo unspecified),1.8,i,-0.4,-2.9,-2.7,7.8,-1.5,x,16.5,-0.3
COC(=O)c1ccc(OCC(O)CN(CC(C)C)CC(C)C)cc1 (stereo unspecified),3.3,i,1.2,8.7,-4.8,9.8,-1.0,-14.2,9.9,x

# The list itself, repeating the preview:
SMILES,3CLpro inhibitor,BH1578 lux ind,MazF activator,Yp Topo-I inh,Rv3671c protease,CCHFV vOTU inh,PrPC surface inh,SSB-PriA inh,DUSP3 inh,TcdB GH inh
CCCCC(c1nnnn1C1CCCC1)N1CCN(C2CCCC2)CC1 (stereo unspecified),-3.6,7.2,5.4,-2.6,0.2,11.0,-7.3,-13.1,3.1,x
CC(Sc1nc(N)cc(=O)[nH]1)C(=O)Nc1cccc(Cl)c1 (stereo unspecified),2.4,i,-0.2,7.1,1.1,10.9,0.2,-10.7,8.5,x
O=C(NCCc1ccc(S(=O)(=O)N2CCCC2)cc1)c1cccs1,-0.9,i,-2.3,-4.0,-9.3,16.6,0.0,-1.3,1.5,x
CCn1nnc(NC(=O)c2cccnc2)n1,-9.3,2.8,29.2,-7.9,5.0,7.9,2.3,-20.7,29.0,x
O=C1C(=O)N(CCN2CCOCC2)C(c2ccccc2)/C1=C(\O)c1ccc2c(c1)OCCO2 (stereo unspecified),1.8,i,-0.4,-2.9,-2.7,7.8,-1.5,x,16.5,-0.3
COC(=O)c1ccc(OCC(O)CN(CC(C)C)CC(C)C)cc1 (stereo unspecified),3.3,i,1.2,8.7,-4.8,9.8,-1.0,-14.2,9.9,x
O=C(CCc1nc(-c2ccccc2)no1)NCc1ccccc1CN1CCOCC1,x,i,-0.6,4.5,0.4,13.7,-3.2,2.0,x,5.1
COC(=O)c1ccc(NC(=O)CSCc2ccccc2C)cc1,4.8,-2.6,-4.6,5.1,-3.5,x,x,-51.4,8.3,0.4
COc1cccc(C2CCCCN(C)C2=O)c1 (stereo unspecified),2.9,i,1.8,-8.3,0.9,0.5,-4.3,-3.4,26.9,0.8
CC(C)CC(=O)N=C1SC2CS(=O)(=O)CC2N1Cc1ccccc1Cl (stereo unspecified),2.0,0.5,8.7,0.7,2.9,-5.2,-1.4,-8.1,12.5,0.2
CC(C)c1ccc(NC(=O)COC(=O)CC2CCCC2)cc1,x,i,4.4,37.9,-9.0,27.5,0.8,1.5,x,-0.7
Fc1ccc(-c2csc(-c3ccncc3)n2)cc1,7.8,2.2,-4.9,1.3,0.5,-12.5,-4.9,-6.2,33.2,0.3
N#Cc1ccc(N/N=C/c2cn(-c3ccccc3)nc2-c2ccccc2)c([N+](=O)[O-])c1,-5.9,i,13.2,-0.9,-2.1,-11.4,-4.5,x,-3.8,x
Cc1cc(/C=N/NC(=O)CC2(C)OCCO2)c(C)n1-c1ccc(Cl)c(Cl)c1,5.4,0.4,0.7,19.5,-6.6,15.1,5.0,x,13.6,x
CC(/C=C/c1ccco1)=N/NC(=O)c1ccccc1Cl,2.1,-0.6,-2.2,-3.5,4.9,-4.7,-5.6,x,2.5,x
O=C(NNc1ccccc1[N+](=O)[O-])Nc1ccc(F)cc1,-0.5,i,6.9,0.6,-1.0,-8.5,-20.5,28.7,2.9,-0.2
CC(=O)Nc1c(O)c2ccccc2[nH]c1=O,-5.8,-2.1,2.7,-10.4,1.1,2.2,-3.8,-7.2,11.1,0.2
O=C(NCc1cccs1)C1CCCN(S(=O)(=O)c2ccc(Br)s2)C1 (stereo unspecified),-0.6,-0.4,14.7,0.2,-2.5,9.7,4.9,-7.1,14.3,x
S=c1[nH]nc(-c2ccco2)n1/N=C/c1cccc(Cl)c1,1.7,-0.9,-1.8,7.4,-2.5,2.5,-9.2,x,-4.3,2.4
COc1c(F)c(F)c(C(=O)O)c(Nc2ccccc2C)c1F,-0.8,i,-5.8,4.6,-7.2,-8.8,8.1,5.5,34.5,x
COC(=O)c1sc(SC)c(-c2ccon2)c1C,8.5,-0.9,7.4,1.7,-3.2,2.7,-5.0,-2.7,27.1,2.1
Fc1ccc(N=C2NN=C(c3cc(F)ccc3F)CS2)cc1,1.4,i,4.3,-6.7,-4.1,-9.7,2.4,50.0*,-12.5,0.7
COc1ccc(S(=O)(=O)NC(C)C(=O)NCc2ccncc2)cc1C (stereo unspecified),2.4,-0.3,-1.0,-4.3,4.1,7.1,-3.4,-9.0,8.0,-0.7
CC(CN1CCCCC1)OC(=O)c1ccco1 (stereo unspecified),-2.4,-0.4,-1.5,2.2,0.0,3.6,-1.0,-5.6,-14.9,-0.2
CCCNC(=O)c1ccc(COc2ccc(C)cc2)o1,3.6,i,7.2,7.5,-3.9,4.0,-1.7,-0.8,34.6,0.6

# The results go on:
SMILES,3CLpro inhibitor,BH1578 lux ind,MazF activator,Yp Topo-I inh,Rv3671c protease,CCHFV vOTU inh,PrPC surface inh,SSB-PriA inh,DUSP3 inh,TcdB GH inh
O=C(NCc1cccnc1)C(=O)c1c[nH]c2ccccc12,-0.2,-0.2,2.6,-2.1,7.5,9.7,-7.1,-5.2,13.4,-0.3
Cc1ccccc1NC(=O)c1ccc(NC(=O)c2ccco2)cc1,2.0,i,-5.2,1.1,-4.3,-1.0,7.6,-9.4,2.9,x
COc1ccc(C2C(C(N)=O)=C(C)Nc3nc(CCCO)nn32)cc1OC (stereo unspecified),-3.1,-0.9,3.7,-3.3,1.2,x,x,-6.0,x,x
CCOC(=O)NN1C(=O)c2ccccc2NC1c1ccc(OC)cc1 (stereo unspecified),0.1,-0.3,5.0,-1.6,3.8,-43.2,2.9,-10.7,38.4,2.2
COc1cc(/C=N/O)ccc1Oc1ccc([N+](=O)[O-])cc1[N+](=O)[O-],0.4,-0.4,1.0,-10.3,-5.7,2.3,-26.1,x,17.9,5.2
CCCCN(CC)CCNC(=O)c1cc2c(=O)[nH]c3ccccc3c2s1,-5.8,-1.2,-2.0,0.5,-5.6,-34.7,-1.2,-1.6,35.4,0.5
CC1=C(C(=O)N2CCOCC2)C(c2cccs2)NC(=O)N1 (stereo unspecified),-0.6,x,2.3,12.0,-1.5,4.1,-8.3,-6.2,22.2,x
COc1ccc(S(=O)(=O)N(C)C[C@H]2Oc3ccc(NS(=O)(=O)c4ccccc4)cc3C(=O)N([C@H](C)CO)C[C@@H]2C)cc1,x,i,8.4,26.8,4.8,-6.3,-7.5,6.1,x,-0.3&0.9
CCc1nc2oc3ccc(C)cc3c(=O)c2cc1C(=O)OC,-2.8,i,23.1,5.1,x,-13.8,-2.3,-5.0,7.2,0.1
COc1cc(OC)cc(C(=O)NNC(=O)c2cc3ccccc3cc2O)c1,2.5,i,3.1,-1.7,x,-0.2,-8.4,-16.4,30.7,1.8
N#C/C(=C\c1ccc(N2CCOCC2)o1)c1nc2ccccc2[nH]1,-3.6,-0.6,-143.0,-11.3,-14.7,13.2,-13.6,25.8,18.9,x
N#Cc1c(-c2ccc(Cl)cc2)cc(-c2ccccc2)nc1SCC(=O)O,6.8,-0.2,-7.5,11.0,-13.1,18.6,16.2,-6.4,7.9,-1.7
O=C(N/N=C/c1cccc([N+](=O)[O-])c1)c1cccs1,-2.1,-3.3,7.7,0.1,-2.3,3.4,-15.1,x,25.5,x
CC(C)(C)C1CCC(C(=O)Nc2ccccc2)CC1 (stereo unspecified),2.3,-0.3,0.5,5.1,-1.4,-0.1,7.0,-16.6,20.2,x
CSc1nc(Sc2ccc(Cl)cc2)c2ccccc2n1,3.2,5.9,-11.0,-2.4,11.3,11.4,2.2,-19.7,8.2,x
O=S(=O)(O)C(=Cc1ccccc1)c1ccccc1 (tested in a mixture with another compound),x,i,0.3,2.7,x,-0.9,-3.4,x,x,-0.6
O=C(Cn1nc(Cc2cccnc2)c2ccccc2c1=O)N1CCC2(CC1)OCCO2,2.0,-0.6,6.2,6.2,-0.1,-2.9,-0.6,3.9,9.7,x
COc1ccc(C(O)P(=O)(OC(C)C)c2ccc(N(C)C)cc2)c(OC)c1 (stereo unspecified),0.8,-0.8,5.3,0.4,-7.7,-8.5,-2.1,4.8,17.0,0.3
Cc1ccc(C(=O)O)cc1NC(=O)C1CCCN1S(=O)(=O)c1cccc2nsnc12 (stereo unspecified),-2.3,-0.2,-3.7,4.5,-1.5,-1.8,-27.4,-9.3,8.2,-0.3
Cc1cccc(/C=C2/S/C(=N/N=C3\CC4CCC3(C)C4(C)C)NC2=O)c1 (stereo unspecified),2.4,-0.2,10.9,42.2,0.7,10.3,2.2,x,14.0,x
Clc1ccc(-c2nsc(N3CCOCC3)n2)c(Cl)c1,0.6,-0.3,-0.3,9.2,5.5,6.2,7.4,-16.0&-13.5,-2.3,1.2
CCC1(C(=O)c2ccccc2)C(c2ccc([N+](=O)[O-])cc2)C1(C(=O)OC)C(=O)OC (stereo unspecified),-1.4,-0.7,2.6,4.7,0.9,-6.9,-0.6,6.3,-4.7,x
Cc1c2cnn(-c3ccccc3)c(=O)c2c(C)n1CCCC(=O)N1CCN(C2CCCCC2)CC1,7.3,-0.7,-4.8,11.2,-5.1,13.8,-4.8,4.1,15.0,0.6
CC1(C(=O)Nc2ccc(Cl)c(Cl)c2)CCN1Cc1ccccc1OC(F)F (stereo unspecified),x,-0.8,x,29.6,x,25.8,-4.9,x,x,0.8
O=C(NCC1CCCO1)c1ccccc1-c1nc(-c2ccc(Cl)cc2)no1 (stereo unspecified),-10.3,-0.1,-8.0,10.3,0.7,-8.8,2.2,-13.0,-11.2,x

# Going on with the list.
SMILES,3CLpro inhibitor,BH1578 lux ind,MazF activator,Yp Topo-I inh,Rv3671c protease,CCHFV vOTU inh,PrPC surface inh,SSB-PriA inh,DUSP3 inh,TcdB GH inh
O=C(CN1CC(c2ccccc2)CC1=O)Nc1ccccc1 (stereo unspecified),5.8,-0.1,-0.2,-1.4,-1.1,1.1,-9.5,-7.3,-7.5,0.1
Fc1ccc(NC(=S)Nc2ccc(Br)cc2)cc1,1.7,-0.3,8.1,1.0,-7.7,22.5,14.0,-1.1,-2.7,x
O=C(O)c1ccccc1SC1CC(=O)N(C2CCCCC2)C1=O (stereo unspecified),-2.5,-0.2,9.6,1.0,-5.4,x,x,-9.7,17.8,x
O=C(c1ccccn1)C1CCCN(Cc2cn[nH]c2-c2cc3ccccc3o2)C1 (stereo unspecified),2.8,-0.4,-3.3,8.7,-1.7,-2.1,-10.3,-0.5,9.1,1.1
O=C(C1CCCN1C(=O)c1cccs1)N1CCN(Cc2ccc3c(c2)OCO3)CC1 (stereo unspecified),1.0,-1.2,4.9,-1.3,5.4,5.3,-4.4,-8.9,24.9,x
O=C(COC(=O)c1ccc(Br)o1)NCc1ccco1,0.2,-5.9,0.8,-8.7,-12.8,6.4,-1.0,-10.1,x,x

# Bioassay records as filed in PubChem.
